Y pestis TopoI = Y. pestis Topo-I inhibition via cleavage products; hit rate 0.064% among 360,000; activity, % at 10 µM; Y. pestis Topo-I cleavage product accumulation, plate reader; in the data active = activity above about 50%, passing the limit was not always enough; note: inactives centre near 2
BioA inh = blocks M. tuberculosis BioA enzyme activity | hit rate 0.096% among 360,000 | purified M. tuberculosis BioA enzyme, plate reader | inhibition, % at 9.99 µM; in the data active = inhibition above about 40%
FBA Mtb inh = inhibits M. tuberculosis FBA enzyme | P9WQA3 | hit rate 2.3% among 360,000 | AID 588726 | purified M. tuberculosis FBA, fluorescence read-out | inhibition, % at 1 µM; in the data active = inhibition above about 27%;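 note: 0% = vehicle and 100% = reference inhibitor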
Target sequence (P9WQA3 whole entry, looked up): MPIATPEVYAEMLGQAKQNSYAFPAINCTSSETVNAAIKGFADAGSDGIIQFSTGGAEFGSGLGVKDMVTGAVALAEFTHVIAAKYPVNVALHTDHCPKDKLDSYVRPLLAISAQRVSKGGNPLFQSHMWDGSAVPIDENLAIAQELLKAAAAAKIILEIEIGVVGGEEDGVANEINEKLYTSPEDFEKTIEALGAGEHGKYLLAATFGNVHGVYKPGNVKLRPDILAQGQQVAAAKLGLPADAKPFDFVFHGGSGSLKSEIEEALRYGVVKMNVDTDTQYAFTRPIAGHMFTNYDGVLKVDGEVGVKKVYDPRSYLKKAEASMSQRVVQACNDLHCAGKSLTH
GDH-TPI counter = inhibits GDH-TPI coupling enzymes, artifact for Mtb FBA screen; GDH-TPI coupled enzyme counterscreen, NADH absorbance; inhibition, % at 4.8 µM; hit rate 1.2% among 360,000; in the data active = inhibition above about 30%;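 note: 0% = DMSO wells and 100% = wells lacking the enzyme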
PfHsp40 yeast = restores yeast growth despite PfHsp40 toxicity | growth rescue, % at 12.5 µM | hit rate 0.68% among 340,000 | S. cerevisiae expressing PfHsp40, growth rescue, ATP luminescence; in the data active = growth rescue above about 28%, passing the limit was not always enough;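 note: yeast W303a lacking pdr1 and pdr3 grown in galactose medium; growth measured after three days at 30 °C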
FadD28 binding = M. tuberculosis FadD28 bisubstrate binding inhibition | hit rate 0.22% among 360,000 | FadD28 bisubstrate probe binding, fluorescence polarization | inhibition, % at 12.5 µM | AID 588549; in the data active = inhibition above about 8.5%, passing the limit was not always enough
Vc quorum ag = induces V. cholerae light production without autoinducers; V. cholerae BH1578 lux reporter, luminescence, 6 h; hit rate 0.16% among 350,000; activation, % at 18.7 µM; in the data active = activation mostly above about 9.7%, no sharp cut-off; note: not every result past the cut was called active; inactives centre near 0; reference of the scale not given here
Mtb UGM inh = Mtb UDP-galactopyranose mutase inhibition. hit rate 0.06% among 320,000. P9WIQ1. inhibition, % at 10 µM. purified UGM, fluorescence polarization probe displacement; in the data active = inhibition above about 10%, passing the limit was not always enough
Target sequence (P9WIQ1 whole entry, looked up): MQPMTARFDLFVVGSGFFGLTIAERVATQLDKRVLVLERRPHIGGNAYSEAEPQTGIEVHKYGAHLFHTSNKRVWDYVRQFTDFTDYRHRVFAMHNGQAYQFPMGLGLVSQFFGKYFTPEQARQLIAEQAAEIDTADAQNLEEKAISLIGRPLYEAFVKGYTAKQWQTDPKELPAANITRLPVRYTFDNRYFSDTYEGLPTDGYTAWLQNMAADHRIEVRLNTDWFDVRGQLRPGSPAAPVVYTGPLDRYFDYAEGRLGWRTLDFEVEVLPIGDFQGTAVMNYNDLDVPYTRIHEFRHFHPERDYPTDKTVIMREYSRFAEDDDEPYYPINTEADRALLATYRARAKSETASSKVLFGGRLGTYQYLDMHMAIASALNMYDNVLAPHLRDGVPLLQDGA
TcdB GH inh = inhibitors of Clostridioides difficile toxin B glycohydrolase | inhibition, % at 9.99 µM | TcdB glycohydrolase enzymatic assay, plate reader | hit rate 0.24% among 350,000 | P18177; in the data active = inhibition above about 10%
* = called active by the depositor.

Screening O=C(NC(=O)c1ccccc1)NC(=O)c1ccccc1 returned Y pestis TopoI -2, BioA inh -0.7, FBA Mtb inh 3, GDH-TPI counter -3, PfHsp40 yeast 0.5, FadD28 binding -0.6, Vc quorum ag inactive and Mtb UGM inh -0.4.
`O=C(c1ccccc1)c1cccc2ccccc12` gave Y pestis TopoI 5, FBA Mtb inh -1, GDH-TPI counter -8, PfHsp40 yeast 0.4, FadD28 binding -5.5 and TcdB GH inh 0.3.
`O=C(O)CSCCOc1ccc(OCCSCC(=O)O)cc1` gave Y pestis TopoI -3, FBA Mtb inh 3, GDH-TPI counter 3, PfHsp40 yeast 2.0, FadD28 binding -2.6, Vc quorum ag -0.1, Mtb UGM inh 3.4 and TcdB GH inh -0.2.
Cc1cc(C)cc(OCC(=O)OCC(=O)N2CC(=O)Nc3ccccc32)c1 was read as Y pestis TopoI 16, FBA Mtb inh -2, GDH-TPI counter 7, PfHsp40 yeast -0.7, FadD28 binding -3.0, Vc quorum ag -0.5, Mtb UGM inh 1.1 and TcdB GH inh 1.0.
CCC(CC)C(=O)Nc1ccc(C(=O)Nc2cc(C)on2)cc1 was read as Y pestis TopoI -4, FBA Mtb inh 4, GDH-TPI counter -5, PfHsp40 yeast -0.6, FadD28 binding -3.2, Vc quorum ag -0.3, Mtb UGM inh -0.7 and TcdB GH inh -1.7.
Screening COc1cc2c(cc1OC)CN(C(=S)NC(=O)c1ccccc1)CC2 returned Y pestis TopoI -13, FBA Mtb inh -5, GDH-TPI counter -8, PfHsp40 yeast -0.8, FadD28 binding -2.4, Vc quorum ag inactive, Mtb UGM inh 0.9 and TcdB GH inh 1.1.
For CC(C)(C)OC(=O)N[C@H](/C=C/c1ccccc1)C(=O)OC(C)(C)C the results were Y pestis TopoI 12, BioA inh -0.4, FBA Mtb inh 14, GDH-TPI counter 7, PfHsp40 yeast 0.1, FadD28 binding -1.1, Vc quorum ag -1.3, Mtb UGM inh -2.2 and TcdB GH inh 0.8.
O=C(Nc1cccc2ccccc12)c1cc2c(cc1Br)OCO2 was read as Y pestis TopoI 12, BioA inh -0.3, FBA Mtb inh 0, GDH-TPI counter 2, PfHsp40 yeast 1.6, FadD28 binding -2.2, Vc quorum ag -0.6, Mtb UGM inh 1.2 and TcdB GH inh 1.4.
For CCN(CC)c1nc2ccccc2[nH]1 the results were Y pestis TopoI 1, BioA inh 1.9, FBA Mtb inh 2, GDH-TPI counter 1, PfHsp40 yeast -0.6, FadD28 binding -3.3, Vc quorum ag inactive and Mtb UGM inh -0.6.
`C[C@H](NC(=O)C1CCN(S(=O)(=O)c2ccccc2)CC1)C(=O)NCc1cccc(Cl)c1` gave Y pestis TopoI 12, BioA inh 0.2, FBA Mtb inh -2, GDH-TPI counter -6, PfHsp40 yeast -0.7, FadD28 binding -1.5, Vc quorum ag -0.4, Mtb UGM inh 0.6 and TcdB GH inh -0.2.
`O=C(c1cn(CC2CCCCC2)nn1)N1CCN(c2ccc(F)cc2)CC1` gave Y pestis TopoI 19, BioA inh 0.2, FBA Mtb inh 5, GDH-TPI counter 5, PfHsp40 yeast -0.1, FadD28 binding 0.9, Vc quorum ag inactive, Mtb UGM inh -1.0 and TcdB GH inh 1.1.
`Cn1c(=O)c2[nH]c(Nc3ccccc3)nc2n(C)c1=O` gave Y pestis TopoI -5, BioA inh 0.3, FBA Mtb inh -3, GDH-TPI counter -1, PfHsp40 yeast -0.3, FadD28 binding -2.4, Vc quorum ag inactive and Mtb UGM inh -3.9.
Screening CCNC(=O)C1CCCN(Cc2ccc(OCc3ccccc3)cc2)CC1 (stereo unspecified) returned Y pestis TopoI 5, BioA inh 0.0, FBA Mtb inh 2, GDH-TPI counter -11, FadD28 binding -6.9, Vc quorum ag -0.2 and TcdB GH inh 0.0.
Screening O=C(CNc1cccc(S(=O)(=O)N2CCCC2)c1)Nc1ccc(F)cc1F returned Y pestis TopoI -4, BioA inh 2.3, FBA Mtb inh 0, GDH-TPI counter 3, PfHsp40 yeast -0.4, FadD28 binding -2.3, Vc quorum ag inactive, Mtb UGM inh 0.3 and TcdB GH inh 1.4.
`C/C(=C/Cc1c(O)cc2oc(C)cc(=O)c2c1O)COC1OC(CO)C(O)C(O)C1O` (stereo unspecified) gave Y pestis TopoI 7, BioA inh -0.5, FBA Mtb inh -1, GDH-TPI counter 18, PfHsp40 yeast -1.0, FadD28 binding -0.2, Vc quorum ag inactive, Mtb UGM inh -1.8 and TcdB GH inh 0.0.
`Cc1ccc(CNC(=O)COc2cccc3c2OC(C)(C)C3)cc1` gave Y pestis TopoI 26, FBA Mtb inh 0, GDH-TPI counter 2, PfHsp40 yeast 0.6, FadD28 binding -1.0, Vc quorum ag inactive and TcdB GH inh 1.3.
Screening Cc1n[nH]c(C)c1CCNC(=O)C1CCC(=O)N(CCc2cccc(F)c2)C1 (stereo unspecified) returned Y pestis TopoI -5, BioA inh -1.7, FBA Mtb inh -3, GDH-TPI counter 7, PfHsp40 yeast 1.1, FadD28 binding -1.1, Vc quorum ag -0.8, Mtb UGM inh -0.9 and TcdB GH inh 0.8.
O=c1c(N2CCOCC2)coc2ccccc12 was read as Y pestis TopoI 2, FBA Mtb inh 9, GDH-TPI counter 9, PfHsp40 yeast -1.1, FadD28 binding -1.1, Vc quorum ag -0.5, Mtb UGM inh 0.2 and TcdB GH inh -1.2.
`C[C@H](CO)N1C[C@H](C)[C@@H](CN(C)C(=O)Nc2ccc(C(F)(F)F)cc2)Oc2c(NC(=O)Cc3ccccc3)cccc2C1=O` gave Y pestis TopoI 21, BioA inh 0.7, FBA Mtb inh 1, GDH-TPI counter 8, PfHsp40 yeast -1.4, FadD28 binding -1.4, Vc quorum ag inactive, Mtb UGM inh -2.4 and TcdB GH inh 2.0.
For Cc1ccc(NS(=O)(=O)c2ccc(OCC(=O)Nc3cccc([N+](=O)[O-])c3)c(C)c2)cc1 the results were Y pestis TopoI -7, BioA inh 1.2, FBA Mtb inh -4, GDH-TPI counter 5, PfHsp40 yeast -1.1, FadD28 binding 2.5, Vc quorum ag -0.4 and Mtb UGM inh 0.0.
Screening Cc1c(NC(=O)c2cc3c(=O)n4ccccc4nc3s2)c(=O)n(-c2ccccc2)n1C returned Y pestis TopoI -1, FBA Mtb inh 4, GDH-TPI counter 15, PfHsp40 yeast -0.1, FadD28 binding -2.2, Vc quorum ag -0.4, Mtb UGM inh 2.2 and TcdB GH inh 1.2.
`COc1cc([C@@H]2c3cc4c(cc3[C@H](O)[C@H]3COC(=O)[C@H]23)OCO4)cc(OC)c1OC` gave Y pestis TopoI -1, BioA inh -1.3, FBA Mtb inh 5, GDH-TPI counter 8, PfHsp40 yeast 0.1, FadD28 binding -0.1, Vc quorum ag 5.6, Mtb UGM inh 3.2 and TcdB GH inh 1.5.
Screening O=C(NCC(=O)N1CCc2ccccc2C1)c1ccc(Cl)cc1Cl returned Y pestis TopoI 15, BioA inh 1.8, FBA Mtb inh -1, GDH-TPI counter 14, PfHsp40 yeast 1.0, Vc quorum ag -1.1, Mtb UGM inh 0.2 and TcdB GH inh 1.2.
COc1ccc(/C(C)=N/Nc2ncc(Cl)cc2Cl)c(O)c1 was read as Y pestis TopoI -3, FBA Mtb inh 1, GDH-TPI counter 18, PfHsp40 yeast -0.4, FadD28 binding -0.6, Vc quorum ag inactive, Mtb UGM inh -0.5 and TcdB GH inh 2.6.

Sorted by molar mass (largest number first): some entries from above
`COc1cc([C@@H]2c3cc4c(cc3[C@H](O)[C@H]3COC(=O)[C@H]23)OCO4)cc(OC)c1OC` gave Y pestis TopoI -1, BioA inh -1.3, FBA Mtb inh 5, GDH-TPI counter 8, PfHsp40 yeast 0.1, FadD28 binding -0.1, Vc quorum ag 5.6, Mtb UGM inh 3.2 and TcdB GH inh 1.5.
Screening O=C(CNc1cccc(S(=O)(=O)N2CCCC2)c1)Nc1ccc(F)cc1F returned Y pestis TopoI -4, BioA inh 2.3, FBA Mtb inh 0, GDH-TPI counter 3, PfHsp40 yeast -0.4, FadD28 binding -2.3, Vc quorum ag inactive, Mtb UGM inh 0.3 and TcdB GH inh 1.4.
COc1ccc(/C(C)=N/Nc2ncc(Cl)cc2Cl)c(O)c1 was read as Y pestis TopoI -3, FBA Mtb inh 1, GDH-TPI counter 18, PfHsp40 yeast -0.4, FadD28 binding -0.6, Vc quorum ag inactive, Mtb UGM inh -0.5 and TcdB GH inh 2.6.

Next entries follow.
For CCCNC(=O)C1(C)CCN(Cc2noc(-c3ccccc3OC)n2)C1 (stereo unspecified) the results were Y pestis TopoI -3, BioA inh -0.8, FBA Mtb inh 6, GDH-TPI counter 3, FadD28 binding 0.1, Vc quorum ag inactive and TcdB GH inh 0.1.
`Cc1ccc(S(=O)(=O)CC(=O)N2CCN(c3ccc([N+](=O)[O-])cc3)CC2)cc1` gave Y pestis TopoI 5, BioA inh 2.3, FBA Mtb inh -6, GDH-TPI counter 14, PfHsp40 yeast -0.7, FadD28 binding -4.7, Vc quorum ag 0.4, Mtb UGM inh -1.9 and TcdB GH inh 0.1.
Screening CCOc1ccc(Nc2nc(N)nc(CSC(=S)N3CCOCC3)n2)cc1 returned Y pestis TopoI -5, BioA inh -2.2, FBA Mtb inh -1, GDH-TPI counter 1, PfHsp40 yeast -0.1, FadD28 binding -1.1, Vc quorum ag -0.9, Mtb UGM inh -0.3 and TcdB GH inh 1.3.
c1ccc(-c2ccccc2OCCCN2CCCCC2)cc1 was read as Y pestis TopoI 11, BioA inh 0.4, FBA Mtb inh -1, GDH-TPI counter 5, PfHsp40 yeast -0.8, FadD28 binding -0.1, Vc quorum ag -0.4 and Mtb UGM inh 0.3.
CCC(C)(C)c1nnc(NC(=O)c2ccc([N+](=O)[O-])cc2)s1 was read as Y pestis TopoI 7, BioA inh -0.8, FBA Mtb inh 4, GDH-TPI counter 9, PfHsp40 yeast -0.4, FadD28 binding -0.9, Vc quorum ag -5.6 and Mtb UGM inh -0.2.
Screening CC(c1ccncn1)N(C)Cc1nc(Cc2ccccc2F)no1 (stereo unspecified) returned Y pestis TopoI -2, FBA Mtb inh 3, GDH-TPI counter 0, PfHsp40 yeast 0.8, FadD28 binding -0.7, Vc quorum ag -0.2, Mtb UGM inh -0.2 and TcdB GH inh -1.7.
Screening COc1ccc(-c2csc(NCCc3nc4cc(C(=O)NCCCO)ccc4n3Cc3ccc(C)cc3)n2)cc1 returned Y pestis TopoI 0, BioA inh -0.6, FBA Mtb inh 0, GDH-TPI counter 4, PfHsp40 yeast -0.3, FadD28 binding -1.5, Vc quorum ag 0.8, Mtb UGM inh -0.4 and TcdB GH inh 0.4.
Cc1noc(C)c1C(=O)N1CCN(CCc2ccccc2)CC1 was read as Y pestis TopoI -5, BioA inh -1.5, FBA Mtb inh -2, GDH-TPI counter 1, PfHsp40 yeast 1.7, FadD28 binding -2.5, Vc quorum ag inactive and Mtb UGM inh -0.7.
COc1cccc(NC(=S)NC(=O)Cc2ccc(Cl)cc2)c1 was read as Y pestis TopoI 16, BioA inh -2.0, FBA Mtb inh 1, GDH-TPI counter 0, PfHsp40 yeast 13, FadD28 binding -1.9, Vc quorum ag 0.3, Mtb UGM inh 0.0 and TcdB GH inh 3.9.
O=C(c1cc(F)ccc1F)C1CCCN(C(=O)CCc2cnccn2)C1 (stereo unspecified) was read as Y pestis TopoI 9, FBA Mtb inh -1, GDH-TPI counter 1, PfHsp40 yeast -0.2, FadD28 binding -2.0, Vc quorum ag -0.2, Mtb UGM inh 1.1 and TcdB GH inh 0.4.
For Cn1nc(C(F)(F)F)c2cc(C(=O)NC3CC3)sc21 the results were Y pestis TopoI -10, FBA Mtb inh 1, GDH-TPI counter 9, PfHsp40 yeast -0.6, FadD28 binding -1.2, Vc quorum ag inactive and Mtb UGM inh 0.4.
For C=CCNC(=O)C1CCN(S(=O)(=O)c2ccc(Br)cc2)CC1 the results were Y pestis TopoI 6, BioA inh -0.5, FBA Mtb inh 1, GDH-TPI counter -6, PfHsp40 yeast -0.2, FadD28 binding -1.7 and Mtb UGM inh -2.9.

Gathered by group, the compounds so far containing a thiophene ring, fused or not
Screening Cc1c(NC(=O)c2cc3c(=O)n4ccccc4nc3s2)c(=O)n(-c2ccccc2)n1C returned Y pestis TopoI -1, FBA Mtb inh 4, GDH-TPI counter 15, PfHsp40 yeast -0.1, FadD28 binding -2.2, Vc quorum ag -0.4, Mtb UGM inh 2.2 and TcdB GH inh 1.2.
For Cn1nc(C(F)(F)F)c2cc(C(=O)NC3CC3)sc21 the results were Y pestis TopoI -10, FBA Mtb inh 1, GDH-TPI counter 9, PfHsp40 yeast -0.6, FadD28 binding -1.2, Vc quorum ag inactive and Mtb UGM inh 0.4.
